# RAD54 inh: inhibitors of human RAD54 branch migration, primary screen, biochemical, fluorescence, single point; 360,000 compounds, 0.14% hits; inhibition, % at 10.4 µM; RAD54 Holliday junction branch migration, FAM/BHQ fluorescence; AID 602329, 2012;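 active means mean normalized replicate activity at least 40 and at least half of replicates scoring 40 or more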;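 further: 0% = median of neutral control wells and 100% = median of positive control wells; inhibitors cause a drop in the FAM fluorescence signal; in these data hits start at about 50%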
# Xi reactivation: activators of inactive X chromosome reactivation, primary screen, imaging, XiGFP fibroblasts, GFP high-content imaging, set 2; XiGFP mouse fibroblasts, % GFP-positive cells imaging, 3 d; cells co-treated with 5-aza-dC sensitizer; scaled so ellipticine positive control = 100%; activation, % at 7.58 µM; 360,000 compounds, 0.055% hits;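 active means mean normalized replicate activation at least 10% and every replicate at or above 10%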;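 further: 0% = median of on-plate neutral control wells and 100% = ellipticine 6 µM median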
#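 System: XiGFP fibroblasts, SV40-immortalized. Medium: DMEM plus 5-aza-dC sensitizer. Doses: single point. Timing: 3 d treatment, 15 min room-temperature fixation. Control set: ellipticine 6 µM.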
# S100A4 inh HTS: inhibitors of S100A4-myosin IIA peptide binding, primary screen, biochemical, fluorescence polarization, TAMRA-MyoIIA peptide; Protein S100-A4 (Homo sapiens), P26447; inhibition, % at 10.7 µM; 360,000 compounds, 0.14% hits;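 active means mean inhibition of at least 70% across replicates, with every replicate also reaching that level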
# Target sequence (P26447 whole entry, looked up): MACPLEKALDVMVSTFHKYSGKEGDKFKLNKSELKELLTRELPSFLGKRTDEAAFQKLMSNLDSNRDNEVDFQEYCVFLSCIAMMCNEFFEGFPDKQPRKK
#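 Test system: S100A4 monomer protein; Medium: HEPES pH 7.2 with CaCl2, KCl, NaCl, DTT, Triton; Probe or stimulus: TAMRA-labelled myosin IIA heavy-chain peptide probe, 5 nM; Doses: one dose per compound; Times: polarization read 5 min after assay mix addition, stable 5–60 min; Benchmarks: neutral control DMSO, positive control TFP.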
# E-selectin induc: E-selectin induction in HUVECs, primary screen, imaging, HUVEC, immunofluorescence imaging, single point; P16581; normalized: neutral wells 0, TNF-alpha wells 100; activation, % at 7.58 µM; 260,000 compounds, 0.37% hits; AID 686992, 2013;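 active means mean E-selectin-positive cell signal at least 10% of the positive control, reached in at least 60% of replicates, without over 20% cell loss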;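 further: in these data hits start at about 27%; measured in HUVEC primary endothelial cells; signal is the percent of cells scored E-selectin positive by PE staining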
# Target sequence (P16581 whole entry, looked up): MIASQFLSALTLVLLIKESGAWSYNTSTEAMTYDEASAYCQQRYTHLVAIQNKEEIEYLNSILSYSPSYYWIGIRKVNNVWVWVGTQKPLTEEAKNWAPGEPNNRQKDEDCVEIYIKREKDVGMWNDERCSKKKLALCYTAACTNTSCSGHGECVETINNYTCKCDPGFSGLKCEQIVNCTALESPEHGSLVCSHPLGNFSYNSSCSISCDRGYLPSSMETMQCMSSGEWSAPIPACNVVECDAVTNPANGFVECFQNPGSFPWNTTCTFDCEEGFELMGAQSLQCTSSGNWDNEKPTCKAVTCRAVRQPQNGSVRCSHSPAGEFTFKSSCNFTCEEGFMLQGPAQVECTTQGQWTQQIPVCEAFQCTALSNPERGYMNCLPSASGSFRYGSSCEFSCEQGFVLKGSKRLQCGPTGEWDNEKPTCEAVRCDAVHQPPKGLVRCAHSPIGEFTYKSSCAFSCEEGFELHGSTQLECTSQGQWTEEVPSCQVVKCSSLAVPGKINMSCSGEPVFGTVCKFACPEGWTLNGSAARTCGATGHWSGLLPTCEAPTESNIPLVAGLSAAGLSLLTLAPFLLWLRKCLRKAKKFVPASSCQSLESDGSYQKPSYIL
#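 System: HUVEC, human umbilical vein endothelial cells; quantity: 3,000 cells/well; buffer or medium: EGM-2 medium, gelatin-coated wells; dosing: single-point compound dose; detection: immunofluorescence imaging; evaluation: % PE-positive cells; benchmarks: TNF-alpha, DMSO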
# EWS-Fli block: EWS/Fli-driven NR0B1 reporter inhibitors, primary screen, A673 cells, NR0B1 luciferase, luminescence, MLPCN library; viability-normalised; inhibition, % at 12.6 µM; AID 651661, 2012; 350,000 compounds, 0.67% hits;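 active means mean inhibition of at least 50% after viability correction, with every replicate also passing that limit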;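 further: firefly luciferase signal divided by Alamar Blue viability fluorescence both relative to DMSO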
# FN deposit inh: inhibitors of fibronectin matrix deposition, primary screen, AH1F cells, Alexa488-fibronectin fluorescence, plate reader. AH1F fibroblasts, overnight. inhibition, % at 12.6 µM. AID 743247, 2014. 350,000 compounds, 0.086% hits;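 active means mean inhibition across replicates of 30% or more, regardless of how many single replicates reach that level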;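 further: positive control wells lacked labelled fibronectin entirely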
#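 Material: AH1F fibroblast monolayer depositing Alexa488-labelled fibronectin into matrix | Input: 10000 AH1F cells/well | Medium: DMEM plus 2% serum, read in PBS | Reagent: Alexa488-fibronectin, 24 nM final in well | Compound dosing: One dose per compound, pinned | Schedule: 1 h adhesion, overnight exposure | Measured by: Fluorescence at 485 nm excitation, 525 nm emission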
# RAD52 inh: RAD52 DNA annealing inhibitors, primary screen, biochemical, FRET, single point, set 2. DNA repair protein RAD52 homolog (Homo sapiens), P43351. recombinant RAD52 DNA annealing, FRET fluorescence. inhibition, % at 18.7 µM. 360,000 compounds, 0.46% hits. AID 651710, 2012;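 active means every replicate showing at least 50% inhibition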
# esBAF inh: Bmi1 luciferase reporter increase in mESCs, primary screen, esBAF inhibitor project, mouse ES cells, Bmi1 luciferase knock-in, single point | reporter increase, % at 12.5 µM | AID 602393, 2012 | 24 h; 100% = twice the neutral-well signal | 350,000 compounds, 2% hits; in the data active means activation above about 40%;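 further: 0% = median of the plate's neutral control wells and 100% = double that signal; a rise in the Bmi1 reporter signal indicates esBAF inhibition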
# An asterisk follows results filed as active; / = no result given.
# Values in the order – RAD54 inh, Xi reactivation, S100A4 inh HTS, E-selectin induc, EWS-Fli block, FN deposit inh, RAD52 inh, esBAF inh
> CN(C)c1ccc(S(=O)(=O)NCC(=O)N2CCN(c3ccccc3)CC2)cc1[N+](=O)[O-]
→ -9.3, 0.2, 5.6, /, -1.0, -5.6, -10.4, /
> C[C@@H]1CN([C@H](C)CO)C(=O)c2cc(C#CC(C)(C)O)cnc2O[C@H]1CN(C)C(=O)c1ccccc1F
→ 1.3, -0.9, -2.8, -0.5, -3.7, 6.6, 8.8, 1.5
> O=C(Cc1ccccn1)NCC[C@@H]1CC[C@@H](NC(=O)c2ccccc2F)[C@@H](CO)O1
→ 5.8, -0.3, -7.9, -0.1, 1.7, 5.4, -33.4, -0.2
> O=C(N/N=C\c1cc(Br)c(Br)o1)C1COc2ccccc2O1 (configuration not stated)
→ /, 0.1, -3.2, -0.1, -14.5, -5.1, -36.3, -3.8
> O=C(CCc1ccccc1)NNC(=O)COc1ccc(Br)cc1
→ 6.0, 0.4, -4.2, 3.6, -0.4, 3.7, -10.1, 2.8
> CCCCOc1ccccc1C1NC(=O)NC(C)=C1C(=O)OCCOCC (configuration not stated)
→ 4.8, /, 0.4, /, 2.4, /, -2.4, 13.5
> COc1cccc(-c2ncc3ccccc3c2COC(=O)c2ccco2)c1
→ 0.2, -0.1, -0.2, -0.1, -6.7, 4.7, 5.7, 7.2
> C[C@H]1CN([C@@H](C)CO)C(=O)c2cc(NC(=O)C3CCCCC3)ccc2O[C@@H]1CN(C)Cc1ccc(Oc2ccccc2)cc1
→ /, 0.0, /, -0.1, 3.3, /, /, -2.9
> Cc1cc(Br)ccc1NC(=O)CN(C)C(=O)CN1C(=O)NC(C)(C2CC2)C1=O (configuration not stated)
→ 5.5, -0.1, -6.4, -0.2, 8.1, 3.1, 3.6, 0.5
> O=C(CCn1nnnc1CN1CCOCC1)N1CCC(c2ccccc2F)C1 (configuration not stated)
→ 1.1, 0.2, -12.2, /, 1.3, -1.0, -12.9, -7.1
> CCNC(=O)C[C@@H]1CC[C@H](NC(=O)C2CCC2)[C@@H](CO)O1
→ 0.5, 0.1, -23.4, -0.1, 7.3, -8.6, -13.9, 4.3
> CCOC(=O)c1c(CSc2ccccc2)n(C)c2cc(Br)c(OC)c(O)c12
→ 6.3, 0.3, 1.2, 0.1, -2.1, -2.8, -5.1, 5.1
> O=c1c2ccccc2nc(/C=C/c2ccccc2)n1CCc1ccccc1
→ /, 0.0, -5.2, -1.3, 1.7, -0.1, -6.3, /
> CCOc1ccc(CN(C)C(=O)c2cc3ccccc3o2)cc1OC
→ 16.5, 0.0, -4.6, /, /, 16.9, -21.9, 7.9
> C[C@H](CO)N1C[C@H](C)[C@H](CN(C)Cc2ccc(-c3ccccc3)cc2)Oc2ccc(NC(=O)Nc3ccc(F)cc3)cc2CC1=O
→ -7.1, -0.3, -1.2, 0.5, 2.9, -11.8, -6.4, 0.0
> COc1ccc2c3c([nH]c2c1)[C@@H](CO)N(C(=O)c1cccnc1)CC31CCN(C(=O)c2cccnc2)CC1
→ /, 0.0, 2.0, -0.2, -6.7, /, -6.5, /
> Cc1ccc(N2C(=O)/C(=C\c3ccc(C(C)C)cc3)N=C2SC2CCOC2=O)cc1 (configuration not stated)
→ 1.8, 0.0, -6.6, -0.9, -32.4, 7.7, -13.5, /
> Nc1ccc(-c2nnn(Cc3ccccc3)n2)cc1
→ -14.9, 0.0, 18.3, 1.6, -77.8, 2.8, -24.4, 19.4
> COCc1c(C(=O)N/N=C/c2cccc3ccccc23)nnn1-c1nonc1N
→ 4.4, 0.1, 1.3, 1.8, -5.5, -10.7, -12.5, 1.1
> O=C(O)CC(NC(=O)C12CC3CC(CC(C3)C1)C2)c1cc([N+](=O)[O-])ccc1Cl (configuration not stated)
→ /, 0.0, -4.0, 0.1, 1.6, 1.7, 2.2, /
> Cc1cc([N+](=O)[O-])nn1CC(=O)N1c2ccccc2CC1C (configuration not stated)
→ /, 0.0, -10.7, /, 8.9, -2.5, -8.7, /
> Cc1nn(-c2ccccc2)c(C)c1C(=O)OC(C)C(=O)Nc1ccc(C(N)=O)cc1 (configuration not stated)
→ 0.7, 0.5, -0.7, -0.1, -12.9, -8.0, -1.7, /
> O=C(Nc1ccccc1)Nc1ccc2ccccc2c1
→ /, 0.1, 9.6, /, -126.5, 4.9, -13.7, /
> Cc1ccc(-c2nc3ncccc3o2)cc1NC(=O)C(C)(C)C
→ -3.3, -0.1, 4.4, -0.2, 13.6, -5.7, -11.5, -13.1
> CCN(C(=O)COC(=O)CCC1CCCC1)c1c(N)n(Cc2ccccc2)c(=O)[nH]c1=O
→ 0.1, 0.1, 5.8, /, -3.7, /, 0.4, -3.6
> Cc1[nH]c(=O)[nH]c(=O)c1S(=O)(=O)N1CCCCC1
→ -8.0, 0.2, -2.7, -0.1, -2.4, -7.0, -9.7, -9.9
> O=C(COC(=O)c1cc(-c2cccs2)nn1-c1ccccc1)Nc1cccc([N+](=O)[O-])c1
→ -10.8, 0.5, -8.1, /, 1.6, 7.2, -16.8, /
> O=C(N[C@@H](Cc1ccccc1)C(=O)O)c1cccnc1
→ -7.5, 0.0, 0.0, -0.2, 5.3, 1.9, -12.3, -2.0
> CCOC(=O)c1nc2ccc(C)cc2c2c1C1CC(c3c(Cl)cccc31)N2C(=O)OCc1ccccc1 (configuration not stated)
→ 7.6, 0.3, -4.9, -0.5, 11.9, 8.3, -2.2, -3.5
> Nn1c(Cc2cccc3ccccc23)n[nH]c1=S
→ -2.5, 0.1, 4.0, 0.2, -3.3, -7.5, -6.4, 3.3
> CCOC(=O)c1c(NC(=O)c2ccno2)c2cc([N+](=O)[O-])ccc2n1C
→ /, 0.1, 9.2, /, 0.5, 3.3, -10.6, /
> S=C(Nc1ccc(Cl)cc1Cl)NC1CCN(Cc2ccccc2)CC1
→ /, -0.1, 3.7, -0.1, 6.9, -2.0, -0.4, /
> CCCN(C(=O)CCCSc1nc2ccccc2[nH]1)c1c(N)n(Cc2ccccc2)c(=O)[nH]c1=O
→ -5.9, 0.3, 62.7, 0.7, -1.8, -5.4, -5.5, -4.5
> COC(=O)C[C@@H]1C[C@@H]2c3cc(NC(=O)Nc4ccccc4)ccc3O[C@@H]2[C@H](CO)O1
→ -3.0, 0.1, 6.6, 0.8, -3.5, /, 2.4, 4.9
> CC1C(=O)N(Cc2cn(CCC3OCCO3)nn2)CCS(=O)(=O)N1Cc1ccc(-c2ccc(Cl)cc2)cc1 (configuration not stated)
→ -2.4, 0.1, 2.5, 0.0, 2.6, -11.8, 14.7, 13.9
> Cc1ccc(CNC(=O)Nc2cccc(C)c2)cc1
→ /, 0.2, 0.2, -0.1, -70.1, -9.4, -8.1, /
> CCOc1ccc(NC(=O)CN(C)C(=O)CN2C(=O)NC3(CCCC3)C2=O)cc1OCC
→ /, -0.2, -5.2, 3.7, -2.6, 2.8, -9.3, 8.4
> CC1(C)CC(=O)C=C(c2ccc(COC(=O)c3cccc(C(F)(F)F)c3)cc2)C1=O
→ 1.7, -0.1, 1.0, -0.1, 6.7, 8.1, -15.2, -0.1
> COc1ccc(NC(=O)CS(=O)(=O)Cc2nc(-c3ccc(C)cc3)oc2C)cc1
→ /, 0.0, 13.9, /, 14.6, -5.0, -18.7, /
> O=C(N[C@@H]1CC[C@H](CCNS(=O)(=O)c2ccc(Cl)cc2)O[C@H]1CO)c1cccc(F)c1
→ -4.8, 0.0, 4.8, 1.8, 3.1, /, 8.7, 2.5
> COC(=O)C1CCN(C(=O)COC(=O)COc2ccc(C#N)cc2)CC1
→ /, 0.2, -3.3, 2.5, 0.5, -9.0, 1.4, /
> CCN1C[C@@H]2[C@@H]3C(=O)N(Cc4ccccc4)C(=O)[C@@H]3[C@](C)(C1=O)N2C(=O)c1ccc(C(C)(C)C)cc1
→ -4.2, 0.0, 0.7, 0.0, -7.5, 1.5, -9.8, 5.1
> C[C@@H]1CN([C@H](C)CO)C(=O)Cc2cc(NC(=O)Nc3cccc4ccccc34)ccc2O[C@H]1CN(C)S(=O)(=O)c1cccs1
→ -5.3, 0.1, /, -5.6, 6.5, /, /, -6.8
> COc1ccc(N2CC(O)=C(c3nc(-c4ccc(F)cc4)cs3)C2=N)cc1OC
→ /, 0.0, -0.5, /, 16.5, -8.8, -5.0, /
> C[C@@H]1CCCCO[C@H](CN(C)C(=O)c2ccccc2)[C@@H](C)CN([C@H](C)CO)C(=O)c2cc(NC(=O)Nc3ccc(C(F)(F)F)cc3)ccc2O1
→ 5.4, -0.1, -2.8, 0.6, -10.5, /, 2.1, -5.9
> Cc1ccc2nc(-c3ccco3)c(Cc3cccc(Cl)c3)n2c1
→ 2.1, 0.1, -4.4, -0.1, -31.2, -20.5, -26.3, 24.5
> COc1ccc(-n2ncc3c(Nc4cccc(C)c4)ncnc32)cc1
→ 3.5, /, 6.9, /, -196.1, /, -1.0, 35.0
> O=C(Nc1nnc(SCCC2OCCO2)s1)C1CC(=O)N(c2ccc(F)cc2)C1 (configuration not stated)
→ -3.7, 0.0, -0.4, -1.0, /, -3.2, -24.2, -5.1
> O=C(C[C@H]1C=C[C@@H](NC(=O)C2CC2)[C@@H](CO)O1)NCc1ccccc1Cl
→ 3.2, 0.0, -7.0, 0.1, -0.4, 0.0, 1.4, -6.9
> Cc1ccccc1S(=O)(=O)Oc1ccc2ccc(O)cc2c1
→ -3.3, 0.2, -7.9, 0.2, -111.6, -2.2, -0.4, 74.4*
> Cc1ccc(S(=O)(=O)NCCC(=O)OC(C)C(=O)NC2CC2)cc1 (configuration not stated)
→ -8.4, 0.1, -4.0, -0.1, 4.6, 4.1, -12.0, -5.1

# Given with bars between the fields: part of the list above.
canonical_smiles | RAD54 inh | Xi reactivation | S100A4 inh HTS | E-selectin induc | EWS-Fli block | FN deposit inh | RAD52 inh | esBAF inh
O=C(Nc1nnc(SCCC2OCCO2)s1)C1CC(=O)N(c2ccc(F)cc2)C1 (configuration not stated) | -3.7 | 0.0 | -0.4 | -1.0 | / | -3.2 | -24.2 | -5.1
O=C(C[C@H]1C=C[C@@H](NC(=O)C2CC2)[C@@H](CO)O1)NCc1ccccc1Cl | 3.2 | 0.0 | -7.0 | 0.1 | -0.4 | 0.0 | 1.4 | -6.9
Cc1ccccc1S(=O)(=O)Oc1ccc2ccc(O)cc2c1 | -3.3 | 0.2 | -7.9 | 0.2 | -111.6 | -2.2 | -0.4 | 74.4*
Cc1ccc2nc(-c3ccco3)c(Cc3cccc(Cl)c3)n2c1 | 2.1 | 0.1 | -4.4 | -0.1 | -31.2 | -20.5 | -26.3 | 24.5

# Compound activity deposited in PubChem by Broad Institute.
